High-throughput results deposited in PubChem by several laboratories.
EBV gp42 block – inhibitors of Epstein-Barr virus glycoprotein 42 | Q1HVG2 | inhibition, % (tested at 21.74 µM) | Fluorescence polarization binding assay, mP read-out | AID 1085 | 220,000 compounds, 0.42% hits; in the data active = inhibition above about 50%
Target sequence (Q1HVG2 whole entry, looked up): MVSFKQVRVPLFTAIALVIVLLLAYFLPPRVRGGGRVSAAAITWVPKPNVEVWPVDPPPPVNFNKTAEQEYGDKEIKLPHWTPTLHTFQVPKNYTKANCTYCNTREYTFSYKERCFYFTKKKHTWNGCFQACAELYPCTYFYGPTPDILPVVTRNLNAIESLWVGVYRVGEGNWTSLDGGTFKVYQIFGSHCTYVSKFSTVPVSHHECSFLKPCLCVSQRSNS
Runt-CBFb FRET – blocks binding of human RUNX1 Runt domain to CBFb | 220,000 compounds, 0.46% hits | Q01196+Q13951 | Cerulean-Runt/Venus-CBFb FRET ratio 530/480, 1 h | inhibition, % at 20 µM;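 active = inhibition over about 50% at 20 µM in the single-dose screen, limit read from the data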;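 note: 0% = DMSO wells and 100% = excess unlabeled CBFb competitor control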
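Assay system: Cerulean-tagged RUNX1 Runt domain (FRET donor) fusion protein / Amount: 100 nM each of Venus-CBFb and Cerulean-Runt domain / Medium: Tris buffer pH 7.5 with salts and BSA / Also added: Venus-CBFb 100 nM / Schedule: 1 h complex formation plus 1 h compound treatment, room temperature / Signal: FRET fluorescence / Read-out: loss of energy transfer signal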
TbHK1 inh – blocks Trypanosoma brucei hexokinase 1 activity. recombinant TbHK1, G6PDH-coupled NADH A340. inhibition, % at 10 µM. 220,000 compounds, 0.11% hits. AID 1430;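 active = inhibition of 50% or more in the single-dose primary screen; inactive = inhibition below 50%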
14-3-3 Bad inh – disrupts binding of bovine 14-3-3 zeta to phospho-Bad peptide. 220,000 compounds, 0.71% hits. inhibition, % at 21.7 µM. AID 781. TR-FRET 14-3-3zeta/Dy647-pBad peptide displacement, 1 h. P63103;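 active = inhibition above about 70%, limit read from the data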;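 note: 0% = full 14-3-3 plus peptide FRET controls and 100% = background without 14-3-3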
Target sequence (P63103 whole entry, looked up): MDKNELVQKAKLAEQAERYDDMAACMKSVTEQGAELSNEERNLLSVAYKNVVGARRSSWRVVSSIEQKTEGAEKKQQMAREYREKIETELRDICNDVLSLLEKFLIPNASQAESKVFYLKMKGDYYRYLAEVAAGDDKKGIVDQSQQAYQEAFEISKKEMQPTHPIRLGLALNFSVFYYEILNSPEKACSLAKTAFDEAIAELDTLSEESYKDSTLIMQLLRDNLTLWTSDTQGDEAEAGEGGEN
p47phox inh – inhibitors of human p47phox binding; inhibition, % at 24.7 µM; AID 1274; P14598; 220,000 compounds, 0.53% hits; p47phox/p22phox peptide binding, fluorescence polarization, 2 h;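 active = inhibition above about 30%, limit read from the data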;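 note: 0% = p47phox with labelled peptide and 100% = labelled peptide alone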
Hck-Nef inh – inhibitors of human Hck kinase activated by Nef; P08631; Recombinant Hck-YEEI plus Nef, Z-Lyte FRET kinase assay; 220,000 compounds, 0.68% hits; AID 463187; inhibition, % at 20 µM;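 active = Hck-Nef kinase inhibition above about 50%, limit read from the data; inactive = inhibition below that limit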;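 note: 0% = DMSO with Hck plus Nef and 100% = Hck alone without Nef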
Target sequence (P08631 whole entry, looked up): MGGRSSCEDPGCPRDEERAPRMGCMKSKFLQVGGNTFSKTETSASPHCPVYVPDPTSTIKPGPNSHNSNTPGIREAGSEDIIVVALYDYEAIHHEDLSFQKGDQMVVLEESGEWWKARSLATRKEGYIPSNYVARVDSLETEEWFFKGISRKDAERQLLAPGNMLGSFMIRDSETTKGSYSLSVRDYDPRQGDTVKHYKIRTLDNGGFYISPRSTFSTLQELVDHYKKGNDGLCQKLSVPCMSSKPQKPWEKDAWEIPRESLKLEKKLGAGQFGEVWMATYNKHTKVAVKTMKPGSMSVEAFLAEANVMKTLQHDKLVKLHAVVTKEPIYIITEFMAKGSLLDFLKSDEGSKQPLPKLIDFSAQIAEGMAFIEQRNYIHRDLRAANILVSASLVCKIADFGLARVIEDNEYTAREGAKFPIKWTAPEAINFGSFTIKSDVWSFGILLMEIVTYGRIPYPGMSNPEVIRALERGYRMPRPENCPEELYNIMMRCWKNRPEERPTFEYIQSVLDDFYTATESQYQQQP
MDM2 E3 inh – inhibitors of human Mdm2 E3 ubiquitin ligase; Q00987; cell-based MDM2 ubiquitination luciferase reporter, 2 h; 0 = plate control, 100 = twice control, blank-subtracted; signal enhancement, % at 5 µM; 210,000 compounds, 0.11% hits; AID 1230;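 active = signal enhancement of 30% or more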;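 note: luminescence tracks abundance of the self-degrading MDM2-luciferase fusion protein; higher signal means inhibition of MDM2 E3 ligase activity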
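Buffer or medium: Cells held in DMEM | Assay system: Stable mammalian line carrying autodegrading MDM2–luciferase fusion reporter | Quantity: 2000 cells/well | Times: 4 h settle plus 2 h compound, 37 °C | Doses: One concentration, 5 µM, with 0.2% DMSO | Technique: Luminescence with SteadyLite reagent, 15 min at room temperature | Benchmarks: Plate controls and plate blanks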
Runt-SMMHC FRET – Runt domain-CBFb-SMMHC interaction inhibition; Q01196+Q13951; Cerulean-Runt/Venus-CBFb-SMMHC FRET ratio 530/480, 1 h; inhibition, % at 20 µM; 220,000 compounds, 0.74% hits; AID 1434;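 active = mean inhibition across duplicate retests at 20 µM reaching about 50%, limit read from the data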;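 note: 0% = DMSO wells and 100% = wells with excess untagged CBFb-SMMHC; inhibitors lower the FRET ratio by blocking Runt binding to CBFb-SMMHC; some results filed as inactive read as strong as hits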
zVAD death inh – blocks zVAD induced death of L929 cells; L929 zVAD necroptosis rescue, ATP luminescence, 24 h; with zVAD 60 µM; viability rescue, % at 10 µM; 220,000 compounds, 0.38% hits;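 active = activation, scaled between plate controls, above about 75%, limit read from the data; inactive = activation under that limit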;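 note: 0% = zVAD with DMSO and 100% = DMSO alone without zVAD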
* = called active by the depositor; . = no result given; [ ] = another dose, or the depositor's remark.

SMILES	EBV gp42 block	Runt-CBFb FRET	TbHK1 inh	14-3-3 Bad inh	p47phox inh	Hck-Nef inh	MDM2 E3 inh	Runt-SMMHC FRET	zVAD death inh
CCC(C)NC(=O)c1cnn2c(C)c3c(nc12)CCCC3 (stereo not given)	1	-2	11	-3[fluorescence artefact?]	-6	1	11	6	-0.2
COc1ccc(C(=O)NN2C(=O)C3C(c4ccccc4)C=CC(c4ccccc4)C3C2=O)cc1 (stereo not given)	-5	-13	2	-11	-13	1	-6	-31	0.4
COc1ccc(NC(=O)c2nc3ccccc3s2)cc1	-10	-3	-10	16	-5	2	-61	-2	-0.1
CCCc1cc(C(=O)NCc2cccnc2)no1	-21	0	-9	-1	-11	0	-9	-2	0.6
CCCCNC(=O)c1onc(CSc2ccc(F)c(F)c2)c1C(=O)O	-12	-1	1	17[fluorescence artefact?]	-15	1	6	1	0.1
CCOC(=O)c1cc(-c2cc3ccccc3o2)n[nH]1	-9	-1	1	-13	-16	0	20	0	0.6
O=C(/C=C/c1ccccc1)NCc1cccnc1	-15	0	-2	-7	-8	17	4	-1	5.9
N#C/C(=C/c1ccc(N2CCOCC2)o1)c1nc2ccccc2[nH]1	-275	-6	-1	-13[fluorescence artefact?]	-306	7	.	88	0.7
CC(=O)c1cccc(NC(=O)N2CCCC2C(=O)Nc2cccc(C)c2)c1 (stereo not given)	-11	0	1	-3	-6	1	-27	3	0.1
Cc1nc2ccc(S(=O)(=O)NCC(=O)NC(C)c3ccccc3)cc2s1 (stereo not given)	-6	-2	-7	-2	6	6	2	0	0.0
O=C(OCc1cc2ccccc2[nH]c1=O)c1cccs1	-38	-1	-13	4	-21	0	0	0	0.7
O=S(=O)(Nc1nc2ccccc2nc1N1CCN(c2ccccc2F)CC1)c1ccc(Cl)cc1	0	-3	3	10	-24	-22	-13	-2	0.5
O=C(NN1C(=O)C2CCCCC2C1=O)c1ccco1 (stereo not given)	7	-2	4	4	9	5	4	-6	1.4
CC1CCCC(C)N1C(=O)COC(=O)c1ccc(O)cc1 (stereo not given)	-17	3	-3	10	-1	-2	-6	-5	0.6
O=C(O)COc1ccccc1/C=N/NC(=O)CSc1nnc(-c2ccc(Cl)cc2)n1C1CCCCC1	-12	-3	-20	7	-5	14	-18	-1	0.9
N=C1/C(=C\c2coc3ccccc3c2=O)C(=O)N=C2SC(c3ccncc3)=NN12	-59	-57	-18	35	-100	48	.	-104	1.0
CC(=O)Nc1nc2ccccc2n1Cc1ccccc1C	-13	1	1	10	23	1	-10	-3	-0.2
COc1cc2c(ccc3cc(OC)c(OC)c(O)c32)cc1O	31	9	0	78*	-33	67*	-23	10	64
Cc1c(C(=O)N2CCCCC2)nnn1-c1nonc1N	-2	1	-6	-3[fluorescence artefact?]	-6	-2	-10	-5	0.2
CCC12CN3CCN(CC(C3)/C1=N\NC(=O)c1ccc(F)cc1)C2	-3	.	4	-18	-2	20	-8	4	2.0
S=C(Nc1ccc(Cl)cc1Cl)Nc1ccccc1Oc1ccccc1	-7	2	7	-19	-15	2	-6	3	0.6
O=c1c2cc(N3CCOCC3)ccc2[nH]c(=S)n1CC1CCCO1 (stereo not given)	-6	23	-21	8	-5	-8	-3	3	4.1
CC(=O)O[C@H]1CSC[C@H]1NC(=O)c1ccccc1	-23	1	-4	-6	-2	0	-8	3	0.0
NNC(=O)COc1ccccc1F	-13	-2	-3	5[fluorescence artefact?]	-10	6	10	1	.
O=C(Nc1cccnc1)C12CC3CC(CC(C3)C1)C2	-16	-1	-6	-11	-5	20	-1	3	48
S=C(NCc1ccco1)N1CCN(c2ccc(Cl)cc2)CC1	14	7	12	14	-3	-3	-9	1	1.3
COc1cccc(C(=O)Nc2ccccc2OC(F)(F)F)c1	-4	-1	7	1	5	14	-8	-6	-0.8
CCCCc1c(O)nc(SCC(=O)NC(C)(C)C)n(-c2ccccc2C)c1=O	-13	-3	0	-14	-12	2	-11	-5	0.4
CC(=O)c1ccc(NC(=O)NCc2ccc(F)cc2)cc1	-9	-1	-2	0	-15	-2	-4	-2	1.6
CC(C)c1nnc(NC(=O)CN(C)S(=O)(=O)c2ccc3c(c2)OCCO3)s1	-7	0	4	9	-4	-1	-16	5	-0.3
O=C(O)c1cccnc1SC1CC(=O)N(c2ccc(OC(F)F)cc2)C1=O (stereo not given)	-7	0	-6	5	5	4	-16	0	-0.3
CN(C)c1ccc(/C=C/C(=O)c2c(O)c3ccccc3oc2=O)cc1	-73	-122	-23	4	-162	0	.	-48	-0.7
CC1(C(=O)NC2CCCCCCC2)CCC(=O)N1Cc1cccs1 (stereo not given)	-15	2	-2	3	-7	2	-5	1	0.6
Cc1c(NC(=O)C(C)Sc2nnc(-c3ccccc3)o2)c(=O)n(-c2ccccc2)n1C (stereo not given)	-12	1	0	-7	-12	0	-13	-3	-0.1
Cc1cc(SCC(=O)OCC(=O)N2CCN(C(=O)c3ccco3)CC2)c(C)cc1Br	-13	-6	-2	1	-20	6	-5	-10	0.1
Cc1ccc2c(c1)c1c3n2CCCN(Cc2ccccc2)C3CCC1 (stereo not given)	-5	0	5	-1	-8	-2	-4	-1	-0.4

4 compounds already listed, arranged by their value in MDM2 E3 inh, rising:
smiles	MDM2 E3 inh
CCCCc1c(O)nc(SCC(=O)NC(C)(C)C)n(-c2ccccc2C)c1=O	-11
S=C(NCc1ccco1)N1CCN(c2ccc(Cl)cc2)CC1	-9
O=C(Nc1cccnc1)C12CC3CC(CC(C3)C1)C2	-1
Cc1nc2ccc(S(=O)(=O)NCC(=O)NC(C)c3ccccc3)cc2s1 (stereo not given)	2

(continued)
SMILES	EBV gp42 block	Runt-CBFb FRET	TbHK1 inh	14-3-3 Bad inh	p47phox inh	Hck-Nef inh	MDM2 E3 inh	Runt-SMMHC FRET	zVAD death inh
C#CCOCCOCCOCCNc1nc(N2CCN(C(=O)[C@H](CCC(=O)O)n3cc(C(N)CC(C)C)nn3)CC2)nc(N2CCN(C(=O)[C@H](Cc3ccc(O)cc3)n3cc(C(N)CC(C)C)nn3)CC2)n1 (stereo not given in full)	-5	1	-6	31	2	-10	.	3	0.3
COc1ccc(C2CC(c3cccs3)=NN2C(=O)CSc2nnc(N)s2)cc1OC (stereo not given)	-31	1	-10	-6	-16	25	-12	-6	-1.6
COc1ccc(-c2nc(C#N)c(NCc3cccnc3)o2)cc1OC	-10	-4	-19	8	-18	2	-13	-2	0.3
COc1ccc(NC(=O)CSc2nc(C)cc(C(F)(F)F)n2)cc1	6	0	-1	-1[fluorescence artefact?]	-13	0	18	-1	0.0
CCOc1cccc(-c2nc3cc(C)ccc3o2)c1	-7	-1	-1	-11	-9	-1	15	0	0.3
Cc1ccc(CSCc2nc3ccccc3[nH]2)cc1	1	.	-7	-7	-11	-25	-7	2	0.5
Cc1ccsc1C(=O)N1CCC(N2CCC(C(=O)NCC3CCCO3)CC2)CC1 (stereo not given)	-1	3	6	-11	-213	13	10	4	1.1
CN(C)C(CNC(=O)/C=C/c1cccc(Cl)c1)c1ccccc1 (stereo not given)	5	0	1	-9	-2	-30	4	-1	-0.7
Cc1noc(C)c1C(=O)N1CCCc2ccccc21	-12	-2	-1	2[fluorescence artefact?]	53*	-2	-12	1	-0.2
COc1ccc(NC(=O)c2nc(SC)ncc2Cl)cc1	-5	-2	-14	0	-7	29	1	1	0.5
O=C(Cc1n[nH]c(=O)[nH]c1=O)N/N=C/CCc1ccccc1	1	1	-6	-2	-3	7	-11	0	1.1
Cc1ccc2cc(CN(Cc3nnnn3C3CCCCC3)CC3CCCO3)c(=O)[nH]c2c1 (stereo not given)	-6	-4	-9	-12	-9	1	-27	0	-0.3
CCCn1c2c(c(O)c(C(=O)Nc3ncccc3O)c1=O)CCCC2	-8	0	-23	-3	-20	4	-7	3	1.5
CC(NC(N)=O)C(=O)Nc1ccc(Cl)c(S(=O)(=O)Nc2ccc(Cl)cc2)c1 (stereo not given)	-2	-1	2	-2	-1	20	-5	1	2.5
CCN(CC)CCNc1c2c(c(C#N)c3nc4ccccc4n13)CCCC2	5	30	-3	-5	-3	21	-8	61*	-0.4
COc1ccc2[nH]c(=O)c(CN(CCc3ccccc3)C(C)=O)cc2c1	-15	4	-8	10	3	1	-1	-4	0.1
COC(=O)c1ccc(Oc2coc3cc(OCc4cnn(-c5ccccc5)c4)ccc3c2=O)cc1	-55	-4	-8	0	-35	0	-1	-7	-0.5
Cc1ccccc1Nc1c(-c2ccncc2)nc2ccc(Br)cn12	2	0	5	-12	-7	11	-15	1	-0.9
Cc1cc(NC(=O)CSc2nc3ccccc3c(=O)n2-c2ccccc2)no1	-20	2	-6	0	-12	5	-8	-5	0.0
Cc1cccc(OCCC(=O)Nc2cc(S(=O)(=O)N3CCCCC3)ccc2N2CCOCC2)c1	-1	-4	-1	-18	-14	20	7	0	0.1
COC(=O)C1=C(C)NC(=O)C1(NS(=O)(=O)c1ccc(C)cc1)C(F)(F)F (stereo not given)	-2	1	0	-4[fluorescence artefact?]	5	7	-1	12	0.5
CCOc1ccc(N2C(=O)CS/C2=N/NC(=O)COc2ccc3ccccc3c2)cc1	-9	-12	7	-2	-1	-3	-4	-12	0.2
O=c1[nH]c(/C=C/c2ccccc2[N+](=O)[O-])nc2ccccc12	-19	-1	-24	71*[fluorescence artefact?]	2	9	-13	-2	6.6
O=C(Cn1cc(C(=O)c2ccco2)c2ccccc21)NC1CCCC1	-18	-2	-35	12	-9	0	2	0	3.5
CCN(CC)CC(=O)Nc1ccc(Oc2ccc(NC(=O)CN(CC)CC)cc2)cc1	3	-1	-6	-7	-4	-13	-4	-5	-0.9
CC1=C(C(=O)Nc2ccccc2)C2(CCCCC2)C(C#N)=C(SCC(N)=O)N1	-7	1	-12	-2	0	1	11	-1	0.7
CNC(=O)c1cc(C)c(-c2ccccc2)s1	0	-1	-1	10	8	6	-8	-4	-0.6
O=C(/C=C/c1ccccc1)NC(NC(=S)Nc1cccc(O)c1)C(Cl)(Cl)Cl (stereo not given)	1	6	18	-17	-62	4	-3	4	1.9
CCN1C(=O)N(c2ccc(Cl)cc2)C(C)=CC1(C)C	-3	0	1	-20	-15	0	15	3	0.5
O=C(COC(=O)c1ccc2c(c1)S(=O)(=O)N=C1CCCCCN12)NCCc1ccc(F)cc1	-64	0	0	-6	-14	21	-12	-3	8.3
CC1CCCCN1Cc1cnc(Cl)s1 (stereo not given)	6	1	-2	20[fluorescence artefact?]	3	-1	2	2	0.0
Cc1cc2nc(C)c(Cl)c(=O)n2[nH]1	-17	5	1	-6	-3	25	-24	22	-1.3

Copied from the list.
14-3-3 Bad inh, Cc1ccccc1Nc1c(-c2ccncc2)nc2ccc(Br)cn12 is entered as -12
EBV gp42 block, O=C(Cc1n[nH]c(=O)[nH]c1=O)N/N=C/CCc1ccccc1 is entered as 1
